# KB-V1 cytotox – KB-V1 MDR subline cytotoxicity. KB-V1 MDR cells viability, CellTiter-Glo, 72 h. Potency, µM (doses to about 46.1 µM), without a hit: top-dose activity change, negative = cytotoxicity, most hits filed as cytotoxic. 400,000 compounds, 3.4% hits; further: potency means the concentration at half of the fitted maximal effect; on the % scale 0 is the no-effect control and ±100 the full control effect; nearly all actives have a fitted effect of over 60% in size
#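 Cells of the MDR subline KB-V1 are plated, dosed with compound at multiple concentrations, and incubated 72 h at 37 degrees C; CellTiter-Glo is then added and luminescence read after 10 min.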
# ATXN2 expr inh – inhibitors of ATXN2 expression; Potency, µM (highest dose often 57 µM), without a hit: at the top dose activity change, negative = inhibition, hits mostly inhibitors; HEK-293 ATXN2-luciferase reporter, luminescence, 24 h; 360,000 compounds, 0.72% hits; further: potency means the concentration at half of the fitted maximal effect; on the % scale 0 is the no-effect control and ±100 the full control effect; nearly all actives have a fitted effect of over 55% in size
#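 qHTS (up to 57 uM final) was run with 24 h compound exposure of reporter cells at 37 °C. Each well was multiplexed: SteadyGlo luminescence measured ATXN2-luciferase expression after a fluorogenic Gly-Phe-AFC viability readout (25 uM final).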
# SW480 rereplic – induces DNA re-replication in SW480 colon adenocarcinoma cells; SW480 DNA re-replication, Hoechst DNA content imaging, 48 h; 340,000 compounds, 1.8% hits; Potency, µM (titrated, usually from 46.1 µM), for inactives: at the highest dose re-replication activation, actives largely listed as activators; further: potency means the concentration at half of the fitted maximal effect; % of control where 0% means no effect; nearly all actives have a fitted effect of over 55% in size
#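 First, 250 cells per well were seeded. Next, compound or vehicle (23 nL) was pinned in, plates sat 48 hr at 37 C. Finally Hoechst was added for 40 min before fluorescence scanning.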
# KB-3-1 tox – KB-3-1 parental cell cytotoxicity | KB-3-1 viability, CellTiter-Glo ATP luminescence, 72 h | Potency, µM (series often up to 46.1 µM), without a hit: top-dose activity change, negative = cytotoxic, most hits filed as cytotoxic | 400,000 compounds, 1.4% hits | AID 1347075; further: potency means the concentration at half of the fitted maximal effect; on the % scale 0 is the no-effect control and ±100 the full control effect; nearly all actives have a fitted effect of over 60% in size
#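 KB-3-1 cells, DMEM (no phenol red) + 10% FBS; compound by pin transfer, 72 h, 37 °C. Readout: CellTiter-Glo luminescence after 10 min. Data normalized, curve-fitted.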
# HT1080 IDH1KD tx – kills HT-1080 cells with IDH1 knockdown; HT-1080 IDH1 knockdown viability, ATP luminescence, 48 h; Potency, µM (highest dose often 46.1 µM), for inactives: at the top dose activity, negative = toxicity, usual class: cytotoxic; 360,000 compounds, 2% hits; AID 686971;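 further: potency means the concentration at half of the fitted maximal effect; 0% = DMSO wells and -100% = cell-free medium wells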
#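 Viability of IDH1-knockdown HT-1080 fibrosarcoma cells was assessed by CellTiter-Glo after 48 h at 37 °C with titrated compound; concentration-effect curves were classified by fit quality and response size.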
# HT1080NT lethal – kills 2HG-producing HT-1080-NT fibrosarcoma cells | HT-1080-NT fibrosarcoma viability, CellTiter-Glo ATP luminescence, 48 h | Potency, µM (doses to about 46.1 µM), without a hit: at the highest dose activity, negative = less viability, actives largely listed as cytotoxic | 360,000 compounds, 1.6% hits | AID 686970;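 further: NT is the 2HG producing partner of a matched IDH1 knockdown line; potency means the concentration at half of the fitted maximal effect; 0% = DMSO-treated cells and -100% = media-only wells without cells; nearly all actives have a fitted effect of over 55% in size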
#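 HT-1080-NT; 750 cells/well; 5% FBS RPMI; 48 h compound, 37 degrees C; CellTiter-Glo luminescence; curve fitting and curve-class assignment.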
# WRN helicase inh – WRN helicase (human) inhibition | Potency, µM (series often up to 114 µM), without a hit: at the top dose activity change, negative = inhibition, hits mostly inhibitors | Q14191 | AID 651768 | WRN helicase unwinding, fluorescent forked duplex, kinetic | 360,000 compounds, 0.46% hits; further: potency means the concentration at half of the fitted maximal effect; on the % scale 0 is the no-effect control and ±100 the full control effect; nearly all actives have a fitted effect of over 55% in size
# Target sequence (Q14191 whole entry, looked up): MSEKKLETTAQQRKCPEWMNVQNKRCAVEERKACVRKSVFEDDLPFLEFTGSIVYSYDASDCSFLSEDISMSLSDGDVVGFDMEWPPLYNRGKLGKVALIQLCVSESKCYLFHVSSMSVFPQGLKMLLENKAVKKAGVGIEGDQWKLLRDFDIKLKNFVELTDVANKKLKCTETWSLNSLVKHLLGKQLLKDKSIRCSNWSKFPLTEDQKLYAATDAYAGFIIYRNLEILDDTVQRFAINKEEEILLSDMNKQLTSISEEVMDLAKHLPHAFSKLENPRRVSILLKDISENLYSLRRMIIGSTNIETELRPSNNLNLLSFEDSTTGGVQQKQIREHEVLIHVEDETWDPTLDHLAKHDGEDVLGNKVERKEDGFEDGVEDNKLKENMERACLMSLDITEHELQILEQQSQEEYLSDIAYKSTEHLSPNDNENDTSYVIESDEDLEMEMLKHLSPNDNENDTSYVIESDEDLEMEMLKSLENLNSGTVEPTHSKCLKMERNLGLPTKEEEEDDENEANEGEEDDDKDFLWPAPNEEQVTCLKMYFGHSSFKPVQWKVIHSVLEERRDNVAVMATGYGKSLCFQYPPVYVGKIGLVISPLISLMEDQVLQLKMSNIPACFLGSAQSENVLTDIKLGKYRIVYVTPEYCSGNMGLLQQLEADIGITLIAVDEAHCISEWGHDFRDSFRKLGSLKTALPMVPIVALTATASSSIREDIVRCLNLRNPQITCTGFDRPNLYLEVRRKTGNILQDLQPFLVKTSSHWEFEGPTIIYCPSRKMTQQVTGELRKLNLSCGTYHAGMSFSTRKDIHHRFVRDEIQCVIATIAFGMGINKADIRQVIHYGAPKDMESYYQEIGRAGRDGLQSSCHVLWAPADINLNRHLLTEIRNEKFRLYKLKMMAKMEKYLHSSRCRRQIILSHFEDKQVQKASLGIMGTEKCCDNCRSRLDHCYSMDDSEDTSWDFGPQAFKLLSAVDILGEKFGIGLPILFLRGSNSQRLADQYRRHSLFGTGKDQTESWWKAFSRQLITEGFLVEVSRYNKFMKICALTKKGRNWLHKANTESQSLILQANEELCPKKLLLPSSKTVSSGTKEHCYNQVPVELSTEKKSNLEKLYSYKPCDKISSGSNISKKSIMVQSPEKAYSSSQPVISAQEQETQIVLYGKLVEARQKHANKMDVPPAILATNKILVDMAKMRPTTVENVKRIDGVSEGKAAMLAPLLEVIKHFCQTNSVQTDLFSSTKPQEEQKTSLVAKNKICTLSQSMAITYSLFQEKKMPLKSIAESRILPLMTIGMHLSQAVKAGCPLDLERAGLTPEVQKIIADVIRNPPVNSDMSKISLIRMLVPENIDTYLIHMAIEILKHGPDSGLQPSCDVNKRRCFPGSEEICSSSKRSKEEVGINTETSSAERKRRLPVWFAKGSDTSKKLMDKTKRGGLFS
#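 Screening of the MLSMR collection measured strand separation of a quenched forked DNA duplex (100 nM) by 20 nM WRN with 2 mM ATP, all final. Compounds were preincubated with enzyme 15 min at room temperature.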
# MCF10A rereplic – DNA re-replication induction in MCF 10a cells. MCF 10A DNA re-replication, Hoechst nuclear intensity, 48 h. Potency, µM (titrated, usually from 46.1 µM), for inactives: at the top dose activity, positive = re-replication, actives largely listed as activators. 350,000 compounds, 2.9% hits. AID 624296; further: potency means the concentration at half of the fitted maximal effect; % of control where 0% means no effect; nearly all actives have a fitted effect of over 50% in size
# IL-1B inflam inh – inhibitors of inflammasome signaling (IL-1 beta secretion); activity change, % at 57.5 µM; AID 743279; 360,000 compounds, 4.7% hits; THP-1 LPS/ATP IL-1B secretion, AlphaLISA, 16 h; stronger effect = lower value; in the data active means activity change below about -50%; inconclusive means mostly about -30% to -49%; further: on the % scale 0 is the no-effect control and ±100 the full control effect
#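 THP-1 cells pretreated 1 hr with compounds (up to 57.5 uM final), then stimulated with LPS (250 ng/mL final) plus ATP (1.25 mM final); secreted IL-1B measured by AlphaLISA after 16 hr, decreased signal indicating inhibition.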
# Starred values were filed as active, the others as inactive; ? = inconclusive; nt = no result given; & = joins results of further samples; [ ] = remark or other dose. Unless noted, the call rests on the fitted dose curve; in most records, active means well fitted curve in the direction sought with a large enough effect; inconclusive means small, poorly fitted or top-dose-only effect, or another doubt; inactive means no such curve, though single readings can be large; an effect the other way counts as inactive or inconclusive.
SMILES,KB-V1 cytotox,ATXN2 expr inh,SW480 rereplic,KB-3-1 tox,HT1080 IDH1KD tx,HT1080NT lethal,WRN helicase inh,MCF10A rereplic,IL-1B inflam inh
Cc1cc2nc(-c3ccco3)c(Cc3cccc(F)c3)n2c(C)c1Br,12%,0%,nt,0%,21µM*,21µM*,-21%,nt,5
Cc1sc2ncnc(N3CCC(C(=O)N4CC(C)SC4=Nc4ccc(Cl)cc4)CC3)c2c1C (stereo not given),0%,nt,-1%,3%,0%,1%,-3%,-1%,8
CCCn1c(SCC(=O)Nc2nc3ccccc3s2)nc2c1c(=O)n(C)c(=O)n2C,-21%,-12%,-2%,-1%,-20%,-10%,3%,?,0
Cc1cccc(C(=O)OCC(=O)NCCCc2ccccc2)c1,8%,6%,-2%,-4%,-16%,-4%,-5%[57.1 µM],-5%,18
Cc1cccc2nnc(-c3ccccc3)n12,0%,-6%,-10%,0%,2%,0%,-4%,-1%,7
Cc1cc(C(=O)N/N=C/c2ccc(-c3ccc([N+](=O)[O-])cc3C)o2)n[nH]1,3%,-6%,?,9%,1%,12%,1%,15%,-11
CC(C)c1cc(Cn2c3ccccc3c(=O)n2C(C)Cn2cc(C3CC3)nn2)on1 (stereo not given),?,nt,nt,-10%,-8%,-8%,-2%,nt,-6
O=c1cnnc(N/N=C/C2CC=CCC2)[nH]1 (stereo not given),0%,10%,-4%,13%,0%,-6%,3%,-17%,13
Cc1csc(NC(=O)CSc2ccc([N+](=O)[O-])cn2)n1,1%,3%,15%,12%,7%,14%,1%,0%,13
Cc1cccc(NC(=O)CCN2C(=O)c3cccc([N+](=O)[O-])c3C2=O)c1,?,3%,-18%,-6%,21%,12%,5%,?,16
OCCC1CN(C2CCSCC2)CCN1C1CCCC1 (stereo not given),-6%,-12%,0%,-7%,9%,2%,7%,6%,17
O=C(NC1CCCCC1)N1CCN(Cc2ccco2)CC1,3%,1%,-2%,3%,16%,28%,0%,0%,16
CNC(=O)N1c2ccccc2NC(=O)CC1C (stereo not given),5%,-4%[11.3 µM],-8%,2%,16%,26%,-27%[57.1 µM],-1%,-20
O=C(Cn1c(=O)oc2ccccc21)N1CCN(S(=O)(=O)c2ccccc2)CC1,-14%,-5%,-2%,13%,16%,1%,2%,0%,31
CC(=O)c1c(C)cc(C)c(CSc2ccccn2)c1C,-11%,22%,3%,-3%,5%,15%,-12%,4%,32
O=C(CCSc1nnc(-c2ccncc2)o1)Nc1cccc(Cl)c1,?,-9%,-8%,9%,-15%,-15%,-8%,-7%,46
COc1ccc(OCC(=O)Nc2ccc3c(c2)nc(CCN2CCCC2)n3C)cc1,?,6%,?,-45%,5%,0%,-6%,-4%,-2
CC(=O)OCC1(C)CN(c2ccccc2)N(C(=O)c2ccc(C(C)(C)C)cc2)C1=O (stereo not given),-7%,nt,?,-1%,?,?,-7%,?,-2
Cc1cc(C)cc(NC(=O)CCNC(=O)c2ccc([N+](=O)[O-])cc2)c1,-4%,?,-22%,16%,-25%,?,-5%,-1%,27
CN1CCN(C(=O)CCCN2C(=O)/C(=C/c3ccc(Cl)cc3)SC2=S)CC1,?,5%,-3%,?,-13%,1%[9.24 µM],-8%,?,-4
COC(=O)c1[nH]c2ccccc2c1NC(=O)CN1CCN(C(=O)c2ccco2)CC1,-5%,-3%,-2%[9.22 µM],1%,4%,1%,1%,6%,7
OC(COc1ccccc1)CN1CCN(c2cccc(Cl)c2)CC1 (stereo not given),0%,-22%,6%,-10%,2%,-1%,-1%,6%,14
CCOC(=O)c1c([N+](=O)[O-])c(C)[nH]c(=O)c1C#N,25%,-8%,-4%,8%,7%,12%,-6%,7%,1
COc1ccc(CCNC(=O)C2CCN(S(=O)(=O)c3ccc(SC)cc3)CC2)cc1,-23%,-5%,-25%,-3%,7%,10%,-1%,4%,21
COc1ccc(/C=N/N2CCN(C3c4ccccc4-c4ccccc43)CC2)cc1OC,-26%,-1%,-4%,15%,6%,11%,2%,20%,-6
O=C1CC[C@@H](O)CCN1CC[C@H](Sc1ccc(Br)cc1)c1ccccc1,?,-20%,-13%,10%&-3%,12%,12%,-1%,-6%,-17
CNC[C@H](Cc1ccccc1)NC[C@@H](Cc1cccc2ccccc12)NCCc1ccc(C)cc1,?,?,?,7.3µM*,?,?,-12%,?,-106*
CS(=O)(=O)N1CCN(c2ccccc2NC(=O)Cc2ccccc2)CC1,?,6%,-2%,0%,-6%,-1%,-6%,-3%,-16
N#C/C(=C\c1ccc(OCc2ccccc2)cc1)C(=O)Nc1nc2c(s1)CCN(Cc1ccccc1)C2,?,9%,-2%,?,20%,13%,10%,3%,22
O=C(CSC1=Nc2ccccc2C2=NC(c3ccccc3)C(=O)N12)NC1CCCCC1 (stereo not given),-20%,6%,-1%,-3%,-2%,-6%,-2%,?,-12
O=C(CN1C(=O)CCSc2ccccc21)Nc1ccccc1,1%,8%,-4%,11%,1%,9%,7%,-10%,2
N#Cc1ccc(C(=O)OCC(=O)N2CCCCCC2)cc1,27%,-9%,-116%[inhibitor],7%,10%,13%,4%,1%,0
CCOC(=O)[C@]12CCC=C1N(Cc1cccc3ccccc13)C(=O)[C@H](CC(=O)NCc1ccc(C)o1)C2,12µM*,-26%,nt,-17%,?,?,-13%,nt,0
N#Cc1nc(COc2ccc(Cl)cc2)oc1N1CCN(Cc2ccccc2)CC1,-21%,-6%,1%,0%,-17%,-15%,-25%,6%,-27
COc1ccc(NC(=O)CNC(=O)c2ccco2)cc1,-12%,11%,0%[9.22 µM],-15%,1%,21%,?,-10%,-10
CC(=O)Nc1cccc(C(=O)OCC(=O)NCc2cc(C)c(O)c(C)c2)c1,8%,41%[activator],-2%,-4%,-1%,2%,-4%,5%,-10
O=C(COC(=O)COc1cccc(F)c1)NCC1CCCCC1,-9%,0%,?,7%,2%,-10%,-11%,4%,-7
CC(=O)c1cccc(NC(=O)CC2SC(N3CCCCC3)=NC2=O)c1 (stereo not given),-15%,9%,-8%,16%,3%[9.24 µM],12%,4%,-3%,-5
COc1cccc(CN2CC(C(=O)NC3CCC(O)CC3)CCC2=O)c1 (stereo not given),nt,5%,-4%,nt,8%,0%,-9%,-5%,-4
COC(=O)[C@@]12CCCCN1[C@H](c1ccc(-c3ccc(C(C)=O)cc3)cc1)[C@@H]1C(=O)N(C)C(=O)[C@@H]12,?,0%,6%,-8%,9%,1%,0%,-13%,-13

# The list goes on (4 carried over from the part before).
SMILES,KB-V1 cytotox,ATXN2 expr inh,SW480 rereplic,KB-3-1 tox,HT1080 IDH1KD tx,HT1080NT lethal,WRN helicase inh,MCF10A rereplic,IL-1B inflam inh
O=C(COC(=O)COc1cccc(F)c1)NCC1CCCCC1,-9%,0%,?,7%,2%,-10%,-11%,4%,-7
CC(=O)c1cccc(NC(=O)CC2SC(N3CCCCC3)=NC2=O)c1 (stereo not given),-15%,9%,-8%,16%,3%[9.24 µM],12%,4%,-3%,-5
COc1cccc(CN2CC(C(=O)NC3CCC(O)CC3)CCC2=O)c1 (stereo not given),nt,5%,-4%,nt,8%,0%,-9%,-5%,-4
COC(=O)[C@@]12CCCCN1[C@H](c1ccc(-c3ccc(C(C)=O)cc3)cc1)[C@@H]1C(=O)N(C)C(=O)[C@@H]12,?,0%,6%,-8%,9%,1%,0%,-13%,-13
COc1cccc(C(c2sc3nc(C)nn3c2O)N2CCC3(CC2)OCCO3)c1 (stereo not given),-8%,2%,nt,15%,11%,9%,-25%,-6%,0
CCOc1ccc(NC(=O)CSc2nnc(CNC(=O)c3cccs3)o2)cc1,?,11%,-6%,11%,2%,9%,2%,-3%,10
CCN(C)C1CN(Cc2cn(Cc3ccc(C)cc3)nn2)S(=O)(=O)C1 (stereo not given),-4%,19%,nt,20%,8%,3%,2%,nt,12
O=S(=O)(c1ccc2c(c1)nc1n2CCC1)N1CCOCC1,13%,-6%,-4%,-1%,-3%,-4%,4%,6%,19
Cn1c(=O)c2c(ncn2Cc2ccccc2)n(C)c1=O,?,3%,9%,0%,-9%,10%,4%,?,35
Nc1nc(SCC(=O)N2CCOCC2)[nH]c(=O)c1-c1ccccc1,17%,1%,-8%,11%,13%,20%,3%,12%,3
Cc1sc2ncnc(N[C@@H](Cc3c[nH]c4ccccc34)C(=O)O)c2c1C,29%,-9%,-8%,9%,9%,9%,2%,-6%,29
CCCS(=O)(=O)N1CCC(C(=O)NCCc2ccc(C)cc2)CC1,-2%,-7%,1%,9%,6%,8%,-4%,-6%,-3
O=C(Cc1ccc(Br)cc1)NCc1ccccc1,4.6µM*,-3%,5.8µM*,5.8µM*,2.9µM*,8.2µM*,4%,5.8µM*,33
Cc1ccccc1NC(=O)NCCCN1CCN(c2ccccc2)CC1,1%,-1%,3%,-3%,-1%,-10%,-7%,7%,?
COc1ccc(NC(=O)Cn2c(=O)n(CC(=O)NCc3ccco3)c(=O)c3ccccc32)cc1OC,28%,0%,-3%,17%,12%,12%,-12%,4%,30
COc1ccc(OCC(=O)Nc2nonc2NC(=O)COc2ccc(OC)cc2)cc1,-3%,-10%[11.3 µM],17%,3%,1%,-15%,-24%,2%,54
C=CCNC(=O)CC1Nc2c3ccccc3nc(=S)n2C1=O (stereo not given),2%,19%,-7%,-8%,12%,8%,3%,-3%,16
CCN(CC)C(=O)Cn1cc(C(=O)C(=O)NCc2ccco2)c2ccccc21,-25%,nt,-2%,-2%,-1%,-5%,-3%,1%,-7
COC(=O)C(Cc1ccccc1)NC(=O)c1cccc(S(=O)(=O)N(C)C)c1 (stereo not given),-17%,16%,6%,-4%,22%,22%,-9%,-58%[inhibitor],-89*

# Source: PubChem
